APJ antag: antagonists of human apelin receptor APJ, primary screen, CHO-K1 cells, beta-arrestin complementation, luminescence; P35414; inhibition, % at 20 µM; 330,000 compounds, 0.32% hits; AID 2521, 2010;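 active = inhibition above about 40% at 20 µM, limit read from the data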;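 also: cells challenged with 10 nM apelin-13 agonist together with compound; plate controls were apelin-13 plus DMSO wells for no effect and DMSO wells lacking apelin-13 for full effect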
Target sequence (P35414 whole entry, looked up): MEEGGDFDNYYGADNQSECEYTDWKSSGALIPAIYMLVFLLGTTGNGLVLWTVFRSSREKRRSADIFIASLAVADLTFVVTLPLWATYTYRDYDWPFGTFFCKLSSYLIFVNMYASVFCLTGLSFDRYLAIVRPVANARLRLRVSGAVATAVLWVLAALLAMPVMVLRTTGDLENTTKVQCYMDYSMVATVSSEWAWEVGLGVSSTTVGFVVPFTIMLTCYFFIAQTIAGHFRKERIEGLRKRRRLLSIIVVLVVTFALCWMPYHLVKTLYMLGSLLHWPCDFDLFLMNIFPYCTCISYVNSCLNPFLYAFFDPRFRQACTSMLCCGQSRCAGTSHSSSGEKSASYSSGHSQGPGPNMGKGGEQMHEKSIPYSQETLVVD
Mdm2-MdmX inh: inhibitors of human Mdm2-MdmX association, primary screen, cell-based, luminescence, split luciferase, SaOS-2, uHTS | Protein Mdm4 (Homo sapiens) + E3 ubiquitin-protein ligase Mdm2 (Homo sapiens), … | SaOS-2 split-luciferase Mdm2/MdmX complementation | inhibition, % at 8 µM | 330,000 compounds, 3% hits | AID 485346, 2010;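 active = inhibition of at least 50% at 8 µM in the primary screen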
CHOP UPR activ: activators of apoptotic CHOP UPR arm, primary screen, cell-based, CHO-CHOP luciferase reporter, luminescence, uHTS | UPR activation; percent of tunicamycin response over DMSO baseline | activation, % at 10 µM | 330,000 compounds, 0.34% hits | AID 449763, 2010;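 active = at 10 µM dose, activation of 40% or more, normalized to positive control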;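 also: 100% = tunicamycin at 10 µg/mL and 0% = DMSO alone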
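Dosing – one dose, 10 µM in 0.5% DMSO · System – CHO-CHOP cells, stable luciferase reporter of PERK-eIF2a-CHOP signalling · Input – 500 cells/well · Control set – tunicamycin 10 µg/mL final as positive, DMSO-only wells as negative · Timing – 6 h compound treatment, 37 °C · Measure – % activation vs tunicamycin · Technique – luminescence read with Steady-Glo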
tim10-1 inh: growth inhibitors of tim10-1 mutant yeast, primary screen, luminescence, uHTS; S. cerevisiae tim10-1 ts strain growth, BacTiter-Glo, 24 h; inhibition, % at 20 µM; 330,000 compounds, 2.2% hits;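 active = inhibition of at least 40%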;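 also: mutant grown at 25 °C; 0% = DMSO wells with yeast and 100% = wells holding no yeast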
TIM10 inh: growth inhibitors of isogenic TIM10 control yeast, primary screen, counter-screen for tim10-1 yeast inhibitor project, luminescence, uHTS; S. cerevisiae TIM10 strain growth, BacTiter-Glo luminescence, 24 h; inhibition, % at 10 µM; 330,000 compounds, 1.4% hits;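 active = inhibition of 40% or more at the single tested concentration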;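 also: wild-type TIM10 isogenic control strain grown at permissive 25 °C; 0% = DMSO yeast wells and 100% = minimal medium wells without yeast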
XBP1 UPR activ: activators of adaptive XBP1 UPR arm, primary screen, cell-based, CHO-XBP1 luciferase reporter, luminescence, uHTS. IRE1-XBP1 UPR activation; percent of tunicamycin response, DMSO as zero. activation, % at 20 µM. 330,000 compounds, 0.33% hits. AID 463104, 2010;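 active = versus positive control, 20 µM dose yields 30% or more activation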;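 also: 100% = tunicamycin at 10 µg/mL and 0% = DMSO only wells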
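Material: IRE1-XBP1 luciferase reporter CHO line / Quantity: one thousand reporter cells per well / Buffer or medium: F12 with 10% serum / Compound: 20 µM single concentration, DMSO 1% / Times: 6 h treatment, 37 °C / Detection: Steady-Glo luciferase glow luminescence, 10 min after reagent addition / Benchmarks: tunicamycin high, DMSO low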
CXCR6 inh: CXCR6 receptor inhibitors, primary screen, cell-based, beta-arrestin, luminescence, CHO-K1 PathHunter, 1536-well; 360,000 compounds, 0.36% hits; C-X-C chemokine receptor type 6 (Homo sapiens), O00574; AID 602244, 2012; inhibition, % at 20 µM; in the data active = inhibition above about 34%, passing the limit was not always enough;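 also: antagonist mode with CXCL16 agonist at 10 nM final; 0% = 10 nM CXCL16 with DMSO and 100% = unstimulated wells without agonist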
Target sequence (O00574 whole entry, looked up): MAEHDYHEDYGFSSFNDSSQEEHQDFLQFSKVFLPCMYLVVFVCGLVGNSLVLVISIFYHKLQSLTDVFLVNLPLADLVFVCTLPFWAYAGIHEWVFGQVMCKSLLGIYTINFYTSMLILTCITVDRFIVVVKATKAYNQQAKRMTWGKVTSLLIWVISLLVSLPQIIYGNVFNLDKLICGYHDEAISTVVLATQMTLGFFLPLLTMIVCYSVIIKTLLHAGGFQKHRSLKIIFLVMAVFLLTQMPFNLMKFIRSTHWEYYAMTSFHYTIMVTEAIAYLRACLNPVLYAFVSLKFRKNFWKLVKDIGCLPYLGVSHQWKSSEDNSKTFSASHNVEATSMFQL
APJ ag: agonists of human apelin receptor APJ, primary screen, CHO-K1 cells, PathHunter beta-arrestin, luminescence. 0% DMSO wells, 100% apelin. activation, % at 20 µM. 330,000 compounds, 0.11% hits;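 active = activation more than six SD over the plate average, tested at 20 µM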;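 also: 0% = DMSO alone and 100% = apelin-13 at 10 nM; some results filed as inactive read as strong as hits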
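Material: CHO-K1 APJ beta-arrestin complementation cell line; Input: cell density 1000 per well; Incubation: compound stimulation 90 min at 25 °C, detection 60 min; Signal: luminescence from split beta-galactosidase complementation, Galacton Star/Emerald II substrate; Controls: DMSO-only wells as negative, 10 nM Apelin-13 as positive control.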
tim23-1 inh: growth inhibitors of tim23-1 mutant yeast, primary screen, luminescence, uHTS. S. cerevisiae tim23-1 growth, BacTiter-Glo luminescence, 24 h. inhibition, % at 20 µM. 330,000 compounds, 1.3% hits;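 active = growth inhibition of the mutant yeast at or above 50%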;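 also: temperature-sensitive mutant grown at 25 °C; plate controls were DMSO-treated mutant yeast for no effect and medium wells lacking yeast for full effect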
Numbers without * were called inactive; . = not tested or not shown.

molecule	Mdm2-MdmX inh	APJ antag	CHOP UPR activ	CXCR6 inh	tim10-1 inh	tim23-1 inh	TIM10 inh	XBP1 UPR activ	APJ ag
COc1ccc(CCNC(=O)C2CCN(S(=O)(=O)c3ccc(C)cc3)CC2)cc1	17	-29	0.8	3	7	15	-4	-6	-3
CCOC(=O)C1=C(C)Nc2ncnn2C1c1cc(Br)ccc1F (stereo not given)	12	-2	-0.6	1	30	19	21	3	1
Cc1cc(NS(=O)(=O)c2ccc(NC(=O)C(C(C)C)N3C(=O)c4ccccc4C3=O)cc2)nc(C)n1 (stereo not given)	11	10	-3.0	-3	10	11	9	-2	0
O=C(C1CCN(S(=O)(=O)c2cccc3nsnc23)CC1)N1CC=C(c2ccccc2)CC1	-1	4	-1.7	2	43*	10	12	-2	-2
O=C1c2cccc3cc([N+](=O)[O-])cc(c23)C(=O)N1/N=C/c1ccc(O)cc1O	-2	-31	-6.0	-21	1	22	10	-5	4
Cc1ccc(-n2c(N)cc(=O)nc2SCC(=O)N2CCN(c3ccccc3)CC2)cc1	13	18	-0.6	9	-15	-11	5	-7	-7
O=C(COc1ccccc1F)OCC(=O)N1CCc2ccccc21	-1	21	1.0	-1	6	15	-2	0	6
O=C(NCC1(N2CCCCC2)CCCCC1)c1cccc(S(=O)(=O)Nc2ccc(F)cc2)c1	4	-3	1.6	8	-5	-12	-13	-2	-3
Cc1ccc(S(=O)(=O)N(CC(=O)N2CCOCC2)CC(=O)N2CCOCC2)cc1	2	0	1.3	-1	5	1	0	-1	1
CC(=O)O[C@@H]1[C@@H](O)[C@@H](O)[C@H](Oc2c(-c3ccc(O)cc3)oc3c(CC=C(C)C)c(O)cc(O)c3c2=O)O[C@H]1C	36	-33	-1.0	.	14	15	4	-3	-3
O=C(NCCCn1ccnc1)c1cccnc1	10	18	-0.1	3	5	3	1	-1	6
COc1ccc(OC)c(CCNC(=O)CCCc2nnc3n(C)c(=O)c4sccc4n23)c1	15	15	1.0	-3	12	12	-8	-2	-1
CC(=O)c1c(N2CCN(CCO)CC2)nc(=S)n(-c2ccccc2)c1C	-10	6	7.0	5	10	7	3	0	0
O=C(NCC(c1cccs1)N1CCOCC1)c1cc([N+](=O)[O-])cc([N+](=O)[O-])c1 (stereo not given)	-11	-26	2.2	-10	42*	19	-3	0	2
Cc1nnc(NCc2ccncc2)c2ccccc12	22	11	-2.4	-5	5	2	2	3	0
O=C(CSc1nccc(=O)[nH]1)NC1CCCC1	1	0	1.2	0	-17	-3	10	-4	-2
CS(=O)(=O)C1=NSC2=NC(=O)/C(=C\c3ccc(OC(=O)c4ccco4)c(Br)c3)C(=N)N21	27	14	-2.5	2	17	9	17	-1	0
CCOC(=O)C(CSCC(=O)c1ccc(Cl)cc1)NC(=O)OC(C)(C)C (stereo not given)	10	-16	0.3	-5	6	19	-14	-3	-1
O=C(Nc1cccnc1)c1cc(-c2cccs2)on1	4	-4	1.1	6	18	-10	5	0	0
Cn1cc(S(=O)(=O)N2CCN(c3ccccc3)CC2)c(=O)n(C)c1=O	-19	-5	-0.3	9	1	11	1	1	-2
CSc1nc(-c2ccccc2)nc(NC(C)=O)c1C(C)=O	-2	-5	-1.5	-6	3	26	8	1	-5
O=C(Nc1ccnn1C1CCN(C(=O)c2ccccc2C(F)(F)F)CC1)C1CC1	7	3	0.5	5	18	-8	-3	-3	-1
O=C(Nc1ccc2c(c1)C(=O)NC2=O)c1ccc2ncsc2c1	13	2	0.8	11	3	-21	-12	4	-2
O=C1/C(=C/c2ccc(O)cc2)SC(=S)N1Cc1cccnc1	17	47*	0.8	20	17	-7	7	9	-8
CCOC(=O)N1CCN(C(=O)CCn2c(=S)[nH]c3cc(OCC)c(OCC)cc3c2=O)CC1	6	-1	0.3	.	15	2	14	-1	11
COc1ccc(-n2c(SCC(=O)NCc3cccs3)nnc2-c2ccoc2C)cc1	-10	16	0.3	9	26	13	19	-2	-4
CC(C)c1nc(=S)c2ccccc2[nH]1	18	10	1.2	-5	24	-18	-8	0	-1
COc1ccc(CCN=C(N)C(C)c2ccccc2)cc1OC (stereo not given)	15	17	0.4	1	5	-1	-4	-2	-3
CCOC(=O)C1=C(COC(=O)c2ccc([N+](=O)[O-])o2)NC(=O)NC1C (stereo not given)	-11	-9	-0.6	-22	2	-3	-1	0	0
CCC(C)[C@H]1CN=C(N)N1CCCc1cc(OC)c(OC)c(OC)c1 (stereo not given in full)	12	11	-1.3	-4	1	-9	5	-1	-5
Cc1ccc(C(=O)OCCc2sc[n+](Cc3ccccc3)c2C)cc1	-23	-1	3.8	7	-4	18	0	0	1
CC(C)Nc1nc(-c2ccccc2)nnc1-c1ccccc1	12	2	0.8	-9	19	46	11	7	-3
COc1ccc(COC(=O)CN2C(=O)NC3(CC(C)CC(C)(C)C3)C2=O)cc1F (stereo not given)	-6	4	-0.3	-4	10	9	5	2	-1
COc1ccccc1C(=O)NNC(=O)c1ccc(NC(=O)CC(C)C)cc1	-13	-5	-2.3	-4	-19	5	1	-3	-2
COc1ccc(N(C)C(=S)Nc2ccc3nc(C)c(C)nc3c2)cc1	14	0	-0.3	0	9	4	20	-1	-2
CC(=O)Nc1nc(C)nc(-c2ccccc2OC(C)=O)n1	1	15	-0.7	6	-3	13	9	0	-4
O=C(NCCn1cc(SCC(=O)N2CCOCC2)c2ccccc21)c1c(F)cccc1F	12	13	0.0	-10	-8	-1	-10	-2	7
N=c1ccn(Cc2ccc([N+](=O)[O-])cc2)cc1	-6	0	-1.7	-4	3	-7	12	2	1
CCn1c(=NC(=O)CCS(=O)(=O)c2ccccc2)sc2cccc(OC)c21	43	1	8.6	3	39	37	12	-1	16
CC(C)CC(=O)Nc1c2c(nn1-c1cccc(Cl)c1)CS(=O)C2 (stereo not given)	-26	16	-0.2	2	25	20	5	-2	-2
C/C(CC(=O)Nc1ccc(N(C)C)cc1)=N\NC(=O)c1ccc(C(C)(C)C)cc1	13	-11	0.2	-6	53*	38	21	-4	0
COc1cccc(-c2cc(C(F)(F)F)nc(-n3cccn3)n2)c1	16	13	2.9	-3	21	30	1	2	-3
CCOC(=O)C1=C2c3ccc4ccccc4c3CC(C)(C)N2C(=O)C1=O	2	-7	2.4	-2	14	18	11	0	0
CCCCn1c(N)c(N(CCOC)C(=O)C2CC(=O)N(Cc3ccco3)C2)c(=O)[nH]c1=O (stereo not given)	-27	19	1.2	-11	13	6	5	-1	-4
OCCNCc1cc(Br)ccc1OCc1ccccc1	3	-15	-1.2	-6	0	-9	4	-2	-2
O=C(O)c1ccc(NC2=C(n3nnc4ccccc43)C(=O)c3ccccc3C2=O)cc1	18	-45	-0.3	7	7	14	-18	-1	9
COc1ccc(N2CCN(C(=O)C(=O)c3c(C)n(C)c4ccccc34)CC2)cc1	-13	14	0.3	0	40	29	14	3	-2
C[C@]1(C(=O)NCCN2CCOCC2)C=C[C@@H](Cc2ccccc2)N1C(=O)c1ccccc1	1	-74	-0.4	4	-8	7	-2	-1	3
Cc1c(C(=O)N2CCC[C@H]2CO)oc2c(F)cccc12	-29	8	4.1	0	0	20	-1	1	0
c1ccc(-c2noc(-c3ccco3)n2)nc1	-21	2	-1.7	-6	7	1	4	-2	-3

Further records:
molecule	Mdm2-MdmX inh	APJ antag	CHOP UPR activ	CXCR6 inh	tim10-1 inh	tim23-1 inh	TIM10 inh	XBP1 UPR activ	APJ ag
Cc1[nH]c(=O)c(C#N)c(C)c1Cl	12	-11	-0.9	-8	23	12	22	1	-1
CCOC(=O)N1CCN(C2CCCN(C(=O)c3cccc(N(C)C)c3)C2)CC1 (stereo not given)	2	1	0.6	0	-1	7	4	1	-2
NS(=O)(=O)c1ccc(CNC(=O)c2cc(-c3cccnc3)nc3ccc(Br)cc23)cc1	31	1	1.7	-1	6	10	0	-3	1
C=CCN1C(=O)CSC1=Nc1ccc(NC(C)=O)cc1	15	13	-2.3	-6	3	-7	4	-2	-2
Cc1ccc(C(=O)CCC(=O)Nc2cccc(C)c2)cc1	7	5	-0.4	4	-12	-4	-14	-4	-3
COc1ccc(C2C(C(=O)c3ccc(C)o3)=C(O)C(=O)N2CC2CCCO2)cc1OC (stereo not given)	-18	5	2.3	4	-6	-3	-6	-1	0
Cc1ccc(-n2cc(CNCCCn3cccn3)c(-c3cccc(C)c3)n2)cc1	44	11	-0.9	0	-18	-30	4	1	2
COc1ccc(/C=N/NC(=O)CSCc2ccc([N+](=O)[O-])cc2)cc1OC	8	4	1.7	-6	22	13	16	0	-1
CC(C)NC(=S)N1CCN(C/C=C/c2ccccc2)CC1	-11	-1	-2.0	7	15	13	-2	1	2
O=C(Nc1ccc(C(=O)N2CCCC2)cc1)c1ccccc1Br	-6	10	2.8	-4	15	6	9	1	-1

Random excerpt: two records from the list, in no set order.
molecule	Mdm2-MdmX inh	APJ antag	CHOP UPR activ	CXCR6 inh	tim10-1 inh	tim23-1 inh	TIM10 inh	XBP1 UPR activ	APJ ag
COc1ccc(N(C)C(=S)Nc2ccc3nc(C)c(C)nc3c2)cc1	14	0	-0.3	0	9	4	20	-1	-2
O=C(C1CCN(S(=O)(=O)c2cccc3nsnc23)CC1)N1CC=C(c2ccccc2)CC1	-1	4	-1.7	2	43*	10	12	-2	-2

Other structures:
molecule	Mdm2-MdmX inh	APJ antag	CHOP UPR activ	CXCR6 inh	tim10-1 inh	tim23-1 inh	TIM10 inh	XBP1 UPR activ	APJ ag
N/C(Cc1cccs1)=N\OC(=O)COc1ccccc1	12	15	1.7	-15	33	6	5	6	-1
Cn1c(C(O)c2ccc3c(c2)OCO3)nc2ccccc21 (stereo not given)	-3	10	1.7	-4	12	23	2	0	1
COC(=O)C1=C(C)N(Cc2ccccc2)C(=NCc2cc(OC)c(OC)c(OC)c2)N[C@H]1c1ccc(Br)cc1	69*	1	1.5	-4	19	7	-4	10	1
COc1ccc(-c2nnn(CC(=O)N(CCN3CCOCC3)C(C(=O)NC3CCCCC3)c3ccco3)n2)cc1 (stereo not given)	-2	-1	0.4	2	15	2	1	-2	-3
COCCNC(=O)CCn1nc(-c2ccc(C)cc2)c2ccccc2c1=O	1	-6	1.3	1	18	15	-9	-4	-3
CCn1nc(C(=O)OCC(=O)N2CCc3ccccc32)c2ccccc2c1=O	-6	-11	-2.4	2	21	12	16	0	2

Compound activity deposited in PubChem BioAssay by Sanford-Burnham Center for Chemical Genomics.

A portion of the library; count on the stated rates, not on these rows.
